Platelet DG rel: platelet dense granule release activity. human platelet-rich plasma, SFLLRN dense granule ATP release, luminescence. inhibition, %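 (compounds screened at 7.5 µM in platelet-rich plasma)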. 300,000 compounds, 0.22% hits;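 active = mean replicate score, as percent of positive control, at or above 50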
aSyn UTR inh: MLPCN primary screen, SNCA 5' untranslated region; inhibition, % (tested at 7.5 µM); 300,000 compounds, 0.82% hits; alpha-synuclein 5'UTR reporter, inhibitor activity; in the data active = inhibition above about 60%;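 note: H4 neuroglioblastoma cells stably carrying SNCA 5'UTR luciferase fusion; 0% = DMSO wells and 100% = positive control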
HSF1 activator: increases HSF-1 driven luciferase reporter signal. AID 504408. NIH3T3-HGL HSF-1 luciferase reporter, MG132, 8 h; 100% = twice DMSO control signal. 300,000 compounds, 1.7% hits. activation, % at 9 µM;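 active = mean replicate activation of at least 50% with a set share of replicates each reaching 50%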;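 note: 0% = median of the neutral control wells and 100% = twice that signal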
IEC-6 tox: kills IEC-6 intestinal cells in KLF5 counter-screen; IEC-6 cytotoxicity, luminescence viability; inhibition, % at 5 µM; 290,000 compounds, 0.78% hits; AID 1825; in the data active = inhibition above about 22%;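 note: 0% = plate median of test compound wells and 100% = cytotoxic reference compound wells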
GSK3B inh: human GSK3beta kinase inhibition; P49841; GST-GSK3beta kinase, ADP-Glo luminescence, 60 min; hits give low values; activity score (negative = inhibition), % at 10 µM; 300,000 compounds, 0.038% hits; AID 2097;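 active = more than half of replicate wells score below -50%, meaning over 50% inhibition versus plate controls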;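 note: 0% = median DMSO wells and -100% = median GW8510 positive control wells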
Target sequence (P49841 whole entry, looked up): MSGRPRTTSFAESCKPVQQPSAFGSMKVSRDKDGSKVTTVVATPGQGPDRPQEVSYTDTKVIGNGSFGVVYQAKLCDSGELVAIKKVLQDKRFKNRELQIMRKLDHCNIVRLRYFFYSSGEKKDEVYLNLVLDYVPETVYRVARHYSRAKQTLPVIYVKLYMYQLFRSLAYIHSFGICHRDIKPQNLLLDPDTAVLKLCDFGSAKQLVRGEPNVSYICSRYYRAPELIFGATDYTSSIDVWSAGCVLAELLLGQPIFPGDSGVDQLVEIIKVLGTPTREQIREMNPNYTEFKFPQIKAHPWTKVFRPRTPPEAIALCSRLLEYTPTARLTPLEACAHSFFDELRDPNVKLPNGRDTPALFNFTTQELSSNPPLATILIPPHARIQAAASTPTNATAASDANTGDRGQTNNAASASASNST
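Test system: GST-fused GSK3beta enzyme, cell-free | Quantity: 1.6 ng GST-GSK3beta enzyme per well | Reagent: 25 µM ATP with peptide substrate | Schedule: 60 min enzyme reaction, room temperature | Signal: Luminescent ADP-Glo measurement of ADP formed | Read-out basis: Score relative to plate controls | Control set: DMSO and 20 µM GW8510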
GSK3A inh: human GSK-3 alpha kinase inhibition. ADP-Glo luminescence, 60 min. inhibition, % at 10 µM. 320,000 compounds, 0.1% hits;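 in the data active = inhibition above about 50%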;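 note: GST-tagged GSK-3 alpha with peptide substrate and 25 µM ATP; 0% = DMSO neutral wells and 100% = GW8510 positive control wells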
Target sequence (P49840 whole entry, looked up): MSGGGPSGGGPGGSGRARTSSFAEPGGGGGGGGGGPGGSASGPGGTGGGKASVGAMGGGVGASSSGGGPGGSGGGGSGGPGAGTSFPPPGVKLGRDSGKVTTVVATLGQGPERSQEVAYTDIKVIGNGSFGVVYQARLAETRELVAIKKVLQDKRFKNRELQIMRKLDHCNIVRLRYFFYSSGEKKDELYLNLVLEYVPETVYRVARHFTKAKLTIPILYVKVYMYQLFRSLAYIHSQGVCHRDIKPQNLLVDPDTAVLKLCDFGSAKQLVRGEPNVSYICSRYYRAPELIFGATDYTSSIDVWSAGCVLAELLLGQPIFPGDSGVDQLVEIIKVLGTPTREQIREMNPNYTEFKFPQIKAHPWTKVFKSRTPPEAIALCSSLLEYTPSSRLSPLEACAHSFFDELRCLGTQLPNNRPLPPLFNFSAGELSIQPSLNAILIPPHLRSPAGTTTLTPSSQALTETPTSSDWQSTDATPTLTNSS
HSF1 inh: HSF1 inhibition; NIH3T3-HGL HSE-luciferase, MG132-induced, luminescence 8 h; hits give low values; activity change, negative = inhibition, % at 7.5 µM (by protocol); 300,000 compounds, 0.77% hits; AID 2098;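 active = more than half of replicate wells show activity change below -50%, luminescence cut by over half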;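 note: luciferase reports HSF-1 transcriptional activity via heat shock element; 0% = median of DMSO wells and -100% = zero luminescence signal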
KLF5 inhibitor: inhibitors of KLF5 expression; AID 1700; 290,000 compounds, 0.23% hits; DLD-1 KLF5 promoter-luciferase reporter, luminescence; inhibition, % at 5 µM;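 active = inhibition above a per-plate limit of that plate's mean compound inhibition plus 3 SD, cut at about 60% in these data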;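 note: 0% = DMSO wells and 100% = LY294002 at 200 µM; higher means less KLF5 promoter-driven luciferase light; inactives centre near -14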
DYRK1A inh: blocks rat Dyrk1A kinase activity; Q63470; ADP-Glo luminescence, NFATc1 peptide; inhibition, % at 12.5 µM; 310,000 compounds, 0.43% hits; in the data active = inhibition above about 50%;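 note: plate controls were vehicle with enzyme for no effect and no enzyme for full effect; many of its hits are not listed in these tables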
HSP90 refold inh: HSP90 refolding inhibition in rabbit reticulocyte lysate; 290,000 compounds, 0.91% hits; AID 1789; inhibition, % at 5.6 µM; luciferase refolding luminescence, 3 h;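 active = inhibition above the screen-wide mean plus 3 SD, computed separately per campaign, cut at about 16% in these data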;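 note: 0% = DMSO wells and 100% = 60 µM geldanamycin wells; inhibitors lower the luminescence because luciferase stays unfolded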
An asterisk follows results filed as active; nt = not tested or not shown. An excerpt; rates above refer to the full screens.

Results follow in this order: DYRK1A inh | HSF1 activator | HSF1 inh | HSP90 refold inh | KLF5 inhibitor | GSK3B inh | Platelet DG rel | aSyn UTR inh | IEC-6 tox | GSK3A inh
1: CN(C)c1ncnc(N(C)C)c1[N+](=O)[O-]
  -2 | -4 | -7 | 1 | 1 | -2 | 4 | 20 | 3 | 5
2: CCOc1ccc(S(=O)(=O)NCc2cccnc2)c2ccccc12
  4 | 9 | 3 | 0 | -8 | 1 | -19 | -1 | -2 | -1
3: COc1ccccc1NC(=O)COc1ccc(C(=O)OCC(=O)N(C(C)C)C(C)C)cc1OC
  5 | -21 | 1 | 0 | -15 | -1 | -2 | 8 | 10 | -1
4: C/C(=N\NC(=O)c1nnn(-c2nonc2N)c1CSc1ccc(Cl)cc1)c1cccnc1
  -2 | -12 | -7 | -2 | -34 | 2 | -12 | -13 | -7 | -12
5: CCc1nnc(NC(=O)CSc2nnc(CSc3nc(C)cc(C)n3)n2C)s1
  -4 | 0 | -1 | 0 | 5 | -1 | -1 | -11 | 3 | -4
6: Cc1ccc(C2C(C(=O)c3sc(C)nc3C)=C(O)C(=O)N2CCN(C)C)o1 (stereo unspecified)
  -1 | -3 | -1 | -5 | 0 | -4 | -1 | 3 | -5 | -2
7: O=C1c2ccccc2C(=O)N1CCSc1n[nH]c(=S)s1
  10 | 6 | 3 | 6 | -23 | 2 | 1 | -4 | 1 | 0
8: O=C(Cc1c[nH]c2ccccc12)NCc1cccs1
  -3 | -8 | -7 | 0 | -24 | -3 | 7 | -63 | 2 | -2
9: Cc1ccc(S(=O)(=O)NCC(=O)N(CC(=O)NCC2CCCO2)c2cccc(F)c2)cc1 (stereo unspecified)
  -10 | -15 | -5 | 0 | -11 | 1 | -5 | 1 | -3 | 1
10: O=C(OC(c1ccccc1)c1nccc2ccccc12)c1cccc([N+](=O)[O-])c1 (stereo unspecified)
  -24 | -29 | -12 | 1 | -4 | 2 | -3 | -79 | 10 | -1
11: COc1cccc2c1Oc1ncccc1N(C(=O)CCC(=O)NCc1ccccc1F)C2
  -4 | 6 | -6 | 4 | 7 | -5 | 8 | 2 | 13 | nt
12: CSc1ccccc1C(=O)N1CCC(CCC(=O)NCc2ccc(F)cc2)CC1
  3 | -3 | 15 | 2 | -30 | 2 | -5 | 4 | -13 | 0
13: COc1ccc(N(CC(=O)NCc2ccc(Cl)cc2)S(=O)(=O)c2ccccc2[N+](=O)[O-])c(OC)c1
  -3 | 17 | 2 | 6 | -17 | 1 | -7 | -17 | 4 | 0
14: COc1cc(S(=O)(=O)N2CCCCC2)ccc1NC(=O)Cc1ccccc1
  2 | -6 | -4 | -1 | 0 | -1 | -12 | -3 | -3 | 0
15: O=C(Nc1cc(Cl)ccc1N1CCOCC1)c1cc2ccccc2o1
  -4 | -2 | -3 | 2 | -22 | 1 | 4 | 34 | 7 | 3
16: Cc1nnc(NC(=O)CSc2nnc(NC(=O)C(C)(C)C)s2)s1
  3 | 0 | 1 | 2 | -5 | 11 | -5 | 2 | -8 | -1
17: CCc1ccc(OC(=O)c2cccnc2)cc1
  0 | -13 | 5 | 1 | -7 | 2 | -1 | 0 | 7 | -2
18: Cc1noc(C)c1C(=O)OCC(=O)NC(c1ccccc1)c1ccccc1
  1 | 12 | 0 | -2 | -13 | 1 | -10 | 17 | 3 | -4
19: CCOC(=O)Cc1csc(NC(=O)COc2cccc(C)c2)n1
  -5 | 17 | 0 | -8 | -15 | 0 | 0 | -19 | 5 | 2
20: O=C(c1cccc(S(=O)(=O)N2CCCCC2)c1)N1CCN(S(=O)(=O)c2ccc(F)cc2)CC1
  -5 | -17 | -1 | 1 | -26 | -4 | 2 | 18 | -2 | -3

Part of the list above with just HSP90 refold inh and IEC-6 tox:
item	SMILES	HSP90 refold inh	IEC-6 tox
5	CCc1nnc(NC(=O)CSc2nnc(CSc3nc(C)cc(C)n3)n2C)s1	0	3
3	COc1ccccc1NC(=O)COc1ccc(C(=O)OCC(=O)N(C(C)C)C(C)C)cc1OC	0	10
19	CCOC(=O)Cc1csc(NC(=O)COc2cccc(C)c2)n1	-8	5

(next part)
Results follow in this order: DYRK1A inh | HSF1 activator | HSF1 inh | HSP90 refold inh | KLF5 inhibitor | GSK3B inh | Platelet DG rel | aSyn UTR inh | IEC-6 tox | GSK3A inh
21: Cc1cccc(Nc2nnc(SCC(=O)Nc3ccccc3[N+](=O)[O-])s2)c1
  1 | -3 | -3 | -1 | 18 | -3 | 0 | -35 | 11 | 4
22: CC(=O)Nc1cccc(NC(=O)CSc2nc3c(=O)n(C)c(=O)n(C)c3n2C)c1
  -10 | -12 | -1 | nt | nt | 3 | 12 | 0 | nt | nt
23: OCC1(Cc2ccccc2)CCCN(Cc2cnn(-c3ccccc3)c2)C1 (stereo unspecified)
  -5 | 13 | 8 | 1 | -6 | 0 | 5 | -4 | 0 | -1
24: COc1ccc(C(=O)CSc2cc(C)[nH]c(=O)n2)cc1
  3 | 12 | 3 | -4 | -110 | 2 | 3 | -86 | -3 | 1
25: CC(C)c1ccc(NS(=O)(=O)c2ccc3c(c2)oc(=O)n3C)cc1
  nt | -32 | -23 | -3 | -28 | 0 | 18 | 2 | -1 | 0
26: CCC(=O)Nc1cc(=O)[nH]c2ncnn12
  3 | 0 | -7 | 0 | -20 | 1 | 0 | 17 | -11 | 6
27: CC1CCCCN1CC(=O)NC(=O)NCc1ccccc1 (stereo unspecified)
  0 | -7 | -1 | -1 | 2 | 3 | -26 | 17 | 2 | -4
28: CN(C)c1ccc(S(=O)(=O)N2CCCCC2)cc1NC(=O)C1=COCCO1
  3 | 5 | 2 | -1 | -9 | 2 | -4 | 14 | -2 | -3
29: O=C(CNc1cccc(C(F)(F)F)c1)N/N=C/c1ccccc1C(=O)O
  -1 | 2 | -4 | -1 | -25 | -2 | -1 | 11 | -4 | -2
30: CCc1ccc(-c2nn(-c3ccccc3)cc2CSC(=N)N)cc1
  nt | 14 | 10 | 3 | -27 | -10 | -13 | -11 | 8 | 10
31: O=[N+]([O-])c1cccc(/C=N/Nc2nccnc2Cl)c1
  11 | 0 | -4 | 0 | -92 | -2 | 42 | -147 | 2 | 3
32: COc1ccccc1-c1nnc2n1N=C(c1ccc(O)c(O)c1)CS2
  10 | -17 | -14 | -3 | 80* | 0 | 2 | 97* | 1 | nt
33: Brc1nnc2n1-c1ccccc1Sc1ccccc1-2
  28 | -14 | 2 | 1 | -58 | nt | 1 | 13 | 6 | 3
34: O=C(CSCCO)Nc1cccc([N+](=O)[O-])c1
  3 | -4 | -2 | 6 | -37 | 0 | 19 | 11 | 6 | -1
35: CCCC(=O)Nc1nnc(SCC)s1
  -5 | 0 | 3 | 1 | -27 | -2 | -13 | -55 | -2 | -3
36: Cc1ccc(NC(=O)COC(=O)CN2C(=O)NC3(CCCC3)C2=O)cc1S(=O)(=O)N(C)C
  -1 | -8 | 1 | 0 | -36 | 0 | 2 | -13 | -6 | 4
37: COc1ccc(-n2c(O)c(/C=N/NS(=O)(=O)c3cccc([N+](=O)[O-])c3)c3ccccc3c2=O)cc1OC
  -4 | 4 | 7 | 1 | -25 | 1 | -3 | 1 | 1 | nt
38: O=C(O)CCCNC(=O)OCc1ccccc1
  12 | -3 | -13 | 0 | -1 | 2 | -4 | -4 | -3 | 0
39: CCOc1ccc(C(C)=O)cc1COC(=O)c1cnc(Cl)c(Cl)c1
  -4 | 12 | -8 | 1 | -25 | 2 | 23 | 11 | 6 | -1
40: C/C(=N\NC(=O)c1sccc1C)c1ccncc1
  0 | 28 | 19 | 10 | -94 | 0 | -6 | -108 | 12 | -1
41: CCOc1ccc(NS(=O)(=O)c2ccc(C(=O)NCc3ccccn3)cc2)cc1
  -4 | -9 | -5 | nt | nt | 5 | 0 | 10 | nt | 0
42: C=CCn1c(NC(C)c2cc(Cl)ccc2O)nc2ccccc21 (stereo unspecified)
  3 | 16 | 6 | 2 | 7 | 5 | -7 | 17 | 11 | -1
43: O=C(NNC1CC(=O)N(c2ccc(Br)cc2)C1=O)c1ccccn1 (stereo unspecified)
  -1 | 14 | -1 | 6 | -11 | 0 | -2 | -2 | -3 | nt
44: CCCCOc1ccc(C(=O)Nc2ccc(N3CCN(C)CC3)cc2)cc1
  2 | -4 | -4 | -2 | -17 | -4 | -3 | -24 | 4 | -1
45: c1ccc(OCCN2CCN(Cc3nc(-c4ccc5c(c4)OCO5)no3)CC2)cc1
  4 | 11 | 4 | -1 | -12 | 2 | 2 | 19 | -1 | 0
46: COc1ccccc1-n1cc(C(=O)NCC(=O)N2CCN(Cc3ccccc3)CC2)c2ccccc2c1=O
  nt | 16 | 0 | -2 | 17 | 1 | -1 | 21 | 2 | 1
47: CSc1ccccc1C(=O)Nc1ccc(C)c(C)c1
  14 | -4 | 17 | 2 | -61 | -3 | -1 | -130 | 2 | -1
48: Cn1c(=O)c2c(nc(Oc3ccccc3Br)n2C)n(C)c1=O
  -2 | 17 | -11 | -3 | -20 | -1 | -7 | 1 | -3 | -1
49: O=C(Nc1ccc(O)c(-c2nc3ccccc3s2)c1)C1=COCCO1
  nt | -7 | 5 | -3 | -6 | 4 | 5 | -78 | -3 | -1
50: CCc1ccc(N2CCN(S(=O)(=O)CC34CCC(CC3=O)C4(C)C)CC2)cc1 (stereo unspecified)
  -7 | 37 | 11 | 2 | -29 | 5 | 5 | -20 | 3 | 1
51: COc1ccc(CCN=C(N)NS(=O)(=O)c2ccc(C)c(C)c2)cc1
  -79 | 13 | -1 | -1 | -21 | 2 | -2 | 2 | 0 | 1
52: Cc1ncc([N+](=O)[O-])n1CC(=O)NC1CCCC1
  -1 | -1 | -1 | 4 | -10 | -5 | 0 | 23 | 1 | -1
53: Cc1cccc(C2Nc3ccccc3C(=O)N2CCc2ccccc2)n1 (stereo unspecified)
  4 | 5 | 0 | -2 | -25 | 0 | 1 | -40 | -5 | -2
54: CCOC(=O)CNC(=O)CSc1nc2cccnc2n1C1CCCCC1
  -3 | -1 | 7 | 4 | -18 | 0 | -6 | 9 | 1 | 7
55: CCCC(C(=O)O)n1c(O)c(C=C2N=c3ccccc3=N2)sc1=S (stereo unspecified)
  1 | -2 | 5 | -1 | -4 | 2 | 3 | -2 | -1 | -6
56: CCOc1ccc(/C(C)=N/NC(=O)c2nnn(-c3nonc3N)c2-c2cccs2)cc1
  5 | 0 | 2 | 0 | -27 | -2 | -6 | -3 | -7 | 1
57: Cc1onc(-c2c(Cl)cccc2Cl)c1C(=O)N=C(N)N1CCOCC1
  nt | 10 | -3 | 2 | -11 | -1 | 35 | 11 | 0 | 5
58: O=C(N/N=C/c1cc2ccccc2nc1Cl)[C@H]1C[C@@H]1c1ccccc1
  -7 | 10 | -9 | 2 | -10 | -2 | 9 | -3 | 9 | -1
59: CCOc1ccc(=O)n(-c2ccccc2)n1
  5 | 31 | 15 | 2 | -4 | -2 | 3 | 10 | -8 | 1
